Compound activity from PubChem BioAssay.
UPR CHOP act – activators of apoptotic arm of unfolded protein response (CHOP) | CHO-CHOP luciferase reporter, UPR activation, luminescence; percent of tunicamycin response over DMSO baseline | activation, % at 10 µM | hit rate 0.34% among 330,000 | AID 449763;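 active = at 10 µM dose, activation of 40% or more, normalized to positive control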;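 note: 100% = tunicamycin at 10 µg/mL and 0% = DMSO alone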
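System: CHO CHOP reporter cells. Amount: 500 cells per well. Buffer or medium: F12 medium, 10% FBS. Compound dosing: one dose, 10 µM in 0.5% DMSO. Incubation: 6 h compound exposure at 37 °C after overnight seeding. Technique: Steady-Glo luciferase luminescence. Benchmarks: tunicamycin and DMSO controls.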
697 NFkB inh – inhibitors of the PMA/ionomycin-induced NF-kB reporter in 697 B cells; 697 B-cell NF-kB luciferase reporter, 16 h; inhibition, % at 4 µM; hit rate 0.33% among 330,000; AID 435022; in the data active = inhibition above about 35%
CXCR6 block – inhibitors of human CXCR6 receptor; O00574; CHO-K1 PathHunter CXCR6 beta-arrestin, luminescence; inhibition, % at 20 µM; hit rate 0.36% among 360,000; AID 602244; in the data active = inhibition above about 34%, passing the limit was not always enough;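 note: antagonist mode with CXCL16 agonist at 10 nM final; 0% = 10 nM CXCL16 with DMSO and 100% = unstimulated wells without agonist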
Target sequence (O00574 whole entry, looked up): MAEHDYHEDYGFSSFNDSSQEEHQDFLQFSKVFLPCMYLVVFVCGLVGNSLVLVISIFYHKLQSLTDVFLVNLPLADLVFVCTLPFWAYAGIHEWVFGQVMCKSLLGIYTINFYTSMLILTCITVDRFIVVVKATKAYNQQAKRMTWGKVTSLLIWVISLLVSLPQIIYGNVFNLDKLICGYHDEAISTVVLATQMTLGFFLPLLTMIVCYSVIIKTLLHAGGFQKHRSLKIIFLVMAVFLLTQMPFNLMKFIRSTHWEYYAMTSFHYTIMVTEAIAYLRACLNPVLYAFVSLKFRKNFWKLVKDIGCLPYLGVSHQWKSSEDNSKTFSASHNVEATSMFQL
Gli-Sufu antag – blocks Gli-Sufu signaling in a luciferase reporter; Sufu-KO-LIGHT fibroblasts, Gli luciferase reporter luminescence; inhibition, % at 5 µM; hit rate 0.74% among 340,000;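 active = inhibition above about 55%, limit read from the data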;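 note: 0% = DMSO-treated cells and 100% = wells with medium but no cells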
Mdm2-MdmX inh – inhibitors of human Mdm2/MdmX interaction; hit rate 3% among 330,000; inhibition, % at 8 µM; SaOS-2 split-luciferase Mdm2/MdmX complementation, luminescence; O15151+Q00987; AID 485346;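 active = inhibition of at least 50% at 8 µM in the primary screen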
EBI2 block – antagonists of human EBI2 receptor. P32249. EBI2 beta-arrestin recruitment, luminescence, 7a,25-OHC stimulated. inhibition, % at 5 µM. hit rate 0.81% among 360,000. AID 651636; in the data active = inhibition above about 38%;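 note: enzyme fragment complementation signal reports receptor beta-arrestin coupling in cells; 0% = agonist plus DMSO wells and 100% = wells without agonist; some results beyond the cut were filed as inactive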
Target sequence (P32249 whole entry, looked up, the tested form may be a part): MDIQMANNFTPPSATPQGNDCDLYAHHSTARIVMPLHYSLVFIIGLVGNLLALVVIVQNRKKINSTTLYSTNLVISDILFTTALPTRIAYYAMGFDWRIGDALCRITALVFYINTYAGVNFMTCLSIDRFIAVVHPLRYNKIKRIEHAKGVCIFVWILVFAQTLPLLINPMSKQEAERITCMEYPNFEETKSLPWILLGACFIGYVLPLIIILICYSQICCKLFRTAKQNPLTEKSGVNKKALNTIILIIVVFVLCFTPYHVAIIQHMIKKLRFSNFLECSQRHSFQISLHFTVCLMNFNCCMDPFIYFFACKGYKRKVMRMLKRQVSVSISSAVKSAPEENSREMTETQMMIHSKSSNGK
CCR6 antag – antagonists of human CCR6 receptor; CHO-K1 CCR6 PathHunter beta-arrestin, luminescence, CCL20-stimulated; inhibition, % at 20 µM; hit rate 0.49% among 340,000; AID 493098;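 active = compounds whose inhibition of the agonist-driven luminescence signal at 20 µM reaches about 50%, limit read from the data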;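 note: cells stimulated with CCL20 at 14 nM final; plate controls were DMSO with CCL20 for no effect and DMSO without agonist for full effect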
Target sequence (P51684 whole entry, looked up): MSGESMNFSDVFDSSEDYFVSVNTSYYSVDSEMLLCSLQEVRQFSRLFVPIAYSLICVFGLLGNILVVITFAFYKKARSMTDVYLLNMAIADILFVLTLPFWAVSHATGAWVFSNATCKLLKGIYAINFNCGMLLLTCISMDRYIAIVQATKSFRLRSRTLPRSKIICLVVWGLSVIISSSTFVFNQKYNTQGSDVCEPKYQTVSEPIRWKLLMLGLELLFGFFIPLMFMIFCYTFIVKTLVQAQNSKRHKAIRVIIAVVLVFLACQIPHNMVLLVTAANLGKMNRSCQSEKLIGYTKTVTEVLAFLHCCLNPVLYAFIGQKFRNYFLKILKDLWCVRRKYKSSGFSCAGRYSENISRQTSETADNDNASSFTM
UPR XBP1 act – adaptive UPR (XBP1) activation. CHO-XBP1 luciferase reporter, IRE1-XBP1 UPR activation, luminescence; percent of tunicamycin response, DMSO as zero. activation, % at 20 µM. hit rate 0.33% among 330,000. AID 463104;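 active = versus positive control, 20 µM dose yields 30% or more activation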;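 note: 100% = tunicamycin at 10 µg/mL and 0% = DMSO only wells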
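Assay system: IRE1-XBP1 luciferase reporter CHO line. Input: 1000 cells/well. Buffer or medium: F12 with 10% serum. Doses: 20 µM, 1% DMSO. Times: overnight seeding at 37 °C, 6 h compound treatment at 37 °C. Technique: Steady-Glo luciferase glow luminescence, 10 min after reagent addition.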
Jurkat NFkB inh – lowers PMA/ionomycin-induced NF-kB signal in Jurkat cells. PMA/ionomycin-induced NF-kB luciferase reporter, luminescence. inhibition, % at 4 µM. hit rate 0.53% among 330,000; in the data active = inhibition above about 50%
Numbers without * were called inactive; x = not tested or not shown. Not a hit list. About 5% of those tested had a hit in this group.

Every second line gives: UPR CHOP act	697 NFkB inh	CXCR6 block	Gli-Sufu antag	Mdm2-MdmX inh	EBI2 block	CCR6 antag	UPR XBP1 act	Jurkat NFkB inh
1. Cc1ccc(S(=O)CCNC(=O)Cc2ccccc2)cc1 (configuration not stated)
→ -0.5	13	-4	-2	-6	0	-14	2	-13
2. COc1ccc(/C=N/Nc2cc(C)nc(N3CCOCC3)n2)cc1
→ 5.4	-35	1	-7	18	9	15	0	-8
3. O=C(Nc1ccc(S(=O)(=O)N2CCCC2)cc1)c1ccc([N+](=O)[O-])cc1
→ 2.5	5	1	-16	19	-6	0	-1	-1
4. O=S(=O)(c1ccc(Cl)cc1)N1CCCC1c1nc2ccccc2s1 (configuration not stated)
→ 0.3	6	1	-15	21	-3	-7	2	-8
5. O=C(Nc1ccc([N+](=O)[O-])cn1)C1CC1
→ 0.5	9	-7	-4	16	-11	5	-3	11
6. CCN(CC)c1ccc(CC(=O)NC(C)Cc2ccccc2)cc1 (configuration not stated)
→ -0.6	-26	10	0	-18	2	6	-2	-6
7. COc1cc(/C=C2/C(=N)N3C=CSC3=NC2=O)ccc1OCCOc1ccc(NC(C)=O)cc1
→ -0.9	15	17	-2	9	3	29	-4	2
8. S=C1NC[C@H](Cc2ccccc2)N1CC1CCN(CCCC2CCCC2)CC1
→ x	x	6	34	x	-3	13	x	x
9. O=C(N/N=C/c1cn[nH]c1-c1ccccc1)c1ccco1
→ 1.9	1	-7	14	-16	-28	12	-2	5
10. CCCS(=O)(=O)N1CCN(Cc2ccc3c(c2)c2ccccc2n3CC)CC1
→ -1.5	-11	-11	32	18	2	11	-1	-12
11. CN(C)CCN(C(=O)c1ccccc1Cl)c1nc2c(Cl)cccc2s1
→ 1.3	-19	-2	3	15	28	20	2	0
12. Cc1cc(C(=O)Nc2cccnc2)no1
→ -0.9	7	-3	4	19	0	-24	0	-7
13. O=C(O)C(Cc1c[nH]c2ccccc12)NS(=O)(=O)c1ccc2ccccc2c1 (configuration not stated)
→ -0.6	2	4	-8	17	-13	-3	-1	7
14. Cc1ccc(S(=O)(=O)N2CCN(C(=O)c3n[nH]c4ccccc34)CC2)cc1
→ -1.8	-1	-3	-9	21	1	-3	-2	-14
15. COCCN(C(=O)COC(=O)C12CC3CC(CC(C3)C1)C2)c1c(N)n(Cc2ccccc2)c(=O)[nH]c1=O
→ x	x	8	2	x	0	2	x	x
16. Cc1cccc(Oc2ccc(NC(=O)C3=CC=CN4CCS(=O)(=O)N=C34)cc2)c1
→ 0.4	-24	-13	-1	10	14	0	2	2
17. CCCNC(=O)C12CCC(C)(C(=O)O1)C2(C)C (configuration not stated)
→ -1.4	2	0	2	12	-3	-7	2	-3
18. O=C(c1ccc(Cl)s1)N1CCN(c2ncccn2)CC1
→ 1.3	-3	2	-2	12	-5	0	0	4
19. COc1ccc(NS(=O)(=O)NC(=O)c2c[nH]c3ccccc23)cc1
→ 1.7	6	4	12	16	-9	-1	-2	-2
20. CCOC(=O)C1CCN(C(=O)COC(=O)c2ccccc2OCC)CC1
→ -1.0	13	2	9	7	9	4	-3	6
21. COc1cc(-c2ccccc2)[nH]c(=S)n1
→ 1.2	6	-6	-27	2	9	10	0	-9
22. CC(C)C(C(=O)OCC(=O)c1cccc([N+](=O)[O-])c1)N1C(=O)[C@@H]2[C@H]3CC[C@H](C3)[C@@H]2C1=O (some centres not stated)
→ 1.5	-10	8	0	22	-5	11	-1	3
23. O=C(NCc1n[nH]c(=S)n1-c1ccccc1Cl)c1ccc(S(=O)(=O)N2CCCCC2)cc1
→ -2.1	8	11	-11	23	1	14	3	-10
24. O=C(CCCC(=O)NCc1ccccc1)NCc1ccccc1
→ -3.3	10	4	-6	-1	-1	0	-2	-9
25. NC(=O)[C@H]1CC2(CC(c3cccc(NC(=O)c4ccccc4)c3)=NO2)CN1C(=O)[C@H]1CCC(=O)N1 (some centres not stated)
→ -1.1	4	1	-12	-4	-2	4	-1	3
26. Cc1cc(N2CCN(C)CC2)n2nc(-c3ccc(Cl)cc3)nc2n1
→ 0.8	10	4	-6	28	13	-18	-4	4
27. O=C(COC(=O)C1COc2ccccc2O1)NC1CCS(=O)(=O)C1 (configuration not stated)
→ 0.0	11	-2	-2	24	0	0	-4	9
28. O=C(CSc1nnc(C2CCCCC2)n1-c1ccccc1)NCc1ccco1
→ -1.2	-46	9	3	18	-9	0	-3	-25
29. O=[N+]([O-])c1cccc(N/N=C/c2cc([N+](=O)[O-])ccc2O)c1
→ 1.3	-11	22	-26	-14	15	46	1	-2
30. COc1ccc(-c2noc(C3CCCN(C(=O)Nc4ccccc4)C3)n2)cc1 (configuration not stated)
→ 3.7	-21	-9	-6	-28	-4	4	3	-2
31. COc1ccc(Cc2nnc(Nc3ccc4c(c3)OCCO4)[nH]c2=O)cc1
→ -0.9	11	-2	2	3	3	12	0	2
32. Cc1ccc(CNC(=O)CSc2nc3ccsc3c(=O)n2Cc2ccc(C(=O)O)cc2)cc1
→ -0.6	5	-6	-6	-2	2	6	-1	-4
33. Cc1cccc(-c2noc(CN(C(=O)c3ccc4c(c3)OCO4)C(C)C)n2)c1
→ -1.4	-28	-11	5	-4	5	-2	2	8
34. CCc1ccccc1NC(=O)CN1CCN(C(=O)c2cccc(-n3cnnn3)c2)CC1
→ 0.5	-5	-8	18	-10	-14	0	0	0
35. COc1ccc(NC(=O)Nc2c[nH]c(=O)[nH]c2=O)cc1OC
→ -2.0	2	-12	12	4	5	-8	-2	-11
36. CC(Sc1nnnn1C)C(=O)NC1CCCc2ccccc21 (configuration not stated)
→ 0.4	5	3	-1	1	-8	-3	-5	0
37. O=C(O)c1ccccc1C(=O)Nc1c(-c2ccccc2)nc2ccccn12
→ 0.9	-19	-4	4	1	-3	9	2	-11
38. Cn1cc(CN(CCCN2CCOCC2)C(=S)Nc2cccc(Cl)c2)c2ccccc21
→ -0.7	-2	8	19	25	11	10	-2	9
39. CCN(CC)CCNc1nc(-c2ccco2)c2c(c1C#N)CC(C)(C)OC2
→ -3.1	-6	3	12	-25	0	8	0	-16
40. Cc1ccc(Cl)cc1NC(=S)N1CCCCCC1
→ 0.7	16	-8	8	-6	1	2	-3	5
41. CC(=O)Nc1cccc(NC(=O)c2ccccc2OCc2c(C)noc2C)c1
→ 2.9	23	1	0	17	-11	15	-2	11
42. CCCCCCC(C)n1[nH]c(=O)c2c(C)cc(C)nc21 (configuration not stated)
→ 0.6	-5	3	3	16	-2	-3	-3	-9
43. Cc1ccc(C(=O)COC(=O)CNC(=O)c2cccs2)cc1
→ -0.7	-22	-1	0	-5	9	-8	-1	-15
44. O=C(NCc1ccncc1)c1cccc(S(=O)(=O)N2CCc3ccccc32)c1
→ x	x	-4	14	x	-10	10	x	x
45. Cc1ccc(S(=O)(=O)Nc2ccc3ncccc3c2[N+](=O)[O-])cc1
→ x	x	11	-8	x	5	11	x	x
46. CCN(CC)C(=O)c1cnn(-c2ccccc2)c1NC(=O)c1cccc(F)c1
→ -0.8	7	-8	1	14	-9	15	-1	-7
47. O=c1c2cccnc2[nH]c(=S)n1Cc1ccccc1
→ 4.0	-6	10	7	-4	-11	9	0	-7
48. Nc1ccc2c(c1)C(=O)N(c1cccc3ccccc13)C2=O
→ 1.3	-28	-1	4	-2	4	0	-5	-19
49. COc1ccc(CCNC(=O)c2c(-c3ccccc3Cl)noc2C)cc1
→ -1.1	10	-4	-2	-2	7	6	0	1
50. COC(=O)[C@]1(CC(C)C)N[C@H](c2ccc(-c3ccc4c(c3)OCO4)cc2)[C@@H]2C(=O)N(C)C(=O)[C@@H]21
→ 1.7	1	4	14	14	8	-5	1	19
51. O=C(CSc1nc(=O)n2ccccc2n1)NCCc1ccccc1
→ 1.0	-17	-5	-6	-7	-2	2	-2	-15
52. CCOc1ccc(S(=O)(=O)NCC(=O)OCc2nnc(-c3ccccc3)o2)cc1
→ 0.7	3	3	-8	-9	-9	-14	1	-5
53. COc1ccc(CN2CC[C@H]3C=CCc4cccc(c43)C2)cc1
→ -1.5	2	-8	-2	-1	-19	4	-4	4
54. COc1ccc(C(CNC(=O)c2cccc(NS(=O)(=O)c3ccccc3)c2)N2CCCC2)cc1 (configuration not stated)
→ x	x	1	15	x	-2	8	x	x
55. O=S(=O)(c1ccccc1)N(CC(O)CN1CCOCC1)c1ccccc1 (configuration not stated)
→ 0.0	11	0	17	31	-15	7	4	23
56. O=C(/C=C/c1cccc([N+](=O)[O-])c1)Nc1cccc(NC(=O)c2cccs2)c1
→ 0.0	14	-7	-8	22	-4	8	-2	-5
57. COC(=O)c1cc(C(=O)NCCC(C)C)cc([N+](=O)[O-])c1
→ 0.2	9	7	0	-2	16	4	0	4
58. COc1cc(/C=C2\C(=N)N3N=CSC3=NC2=O)ccc1OS(=O)(=O)c1ccccc1
→ 0.4	17	-2	-7	15	-15	0	-1	12
59. CCN(CC)C1CCN(Cc2c(C(=O)N3CCCCCCC3)nc3ccc(Cl)cn23)C1 (configuration not stated)
→ 1.4	-12	-2	9	46	5	-6	-2	-3
60. O=C(CSc1ncccn1)NC(=O)NCc1ccccc1
→ -0.2	0	3	-4	3	-22	-2	2	3

Whole records from above:
O=C(/C=C/c1cccc([N+](=O)[O-])c1)Nc1cccc(NC(=O)c2cccs2)c1 in the list: UPR CHOP act = 0.0; 697 NFkB inh = 14; CXCR6 block = -7; Gli-Sufu antag = -8; Mdm2-MdmX inh = 22; EBI2 block = -4; CCR6 antag = 8; UPR XBP1 act = -2; Jurkat NFkB inh = -5
Cc1ccc(C(=O)COC(=O)CNC(=O)c2cccs2)cc1 in the list: UPR CHOP act = -0.7; 697 NFkB inh = -22; CXCR6 block = -1; Gli-Sufu antag = 0; Mdm2-MdmX inh = -5; EBI2 block = 9; CCR6 antag = -8; UPR XBP1 act = -1; Jurkat NFkB inh = -15

The list goes on:
Every second line gives: UPR CHOP act	697 NFkB inh	CXCR6 block	Gli-Sufu antag	Mdm2-MdmX inh	EBI2 block	CCR6 antag	UPR XBP1 act	Jurkat NFkB inh
61. CC(C)(C)OC(=O)NCCCC[C@H](NC(=O)c1nc[nH]c1C(=O)NC1CCN(C(=O)OC(C)(C)C)CC1)C(=O)OC(C)(C)C
→ 0.2	-4	4	8	17	24	16	-2	21
62. CC(C)C[C@@H](CN)NC(=O)c1nc[nH]c1C(=O)N[C@@H](Cc1ccccc1)C(=O)CNC[C@H](C)NC(=O)c1nc[nH]c1C(=O)N[C@@H](CC(=O)O)C(=O)O
→ x	x	4	-4	x	-8	15	x	x
63. O=C(Cc1cccs1)N1CCN=C1SCc1ccc(Br)cc1
→ -0.1	-2	-10	-6	-6	24	7	0	-14
64. CC(C)NC(=S)N/N=C/c1cccs1
→ 5.5	3	-2	17	13	-8	-7	2	9
65. Cc1noc(C)c1C(=O)N1CC(C)OC(C)C1 (configuration not stated)
→ 1.7	-20	6	-5	-14	-3	-7	1	-2
66. CCc1c(C#N)c(SCc2c(C)noc2C)nc2c1C(=O)CC(C)(C)C2
→ 0.2	3	6	28	4	15	25	-2	2
67. CC1CCN(C(=O)Cn2cnc3c2c(=O)n(C)c(=O)n3C)c2ccccc2S1 (configuration not stated)
→ 1.1	-4	-7	2	-23	11	3	2	-1
68. COCCCn1c(SCC(=O)Nc2cccc(C)n2)nnc1-c1ccco1
→ -0.5	-33	4	5	-3	-6	3	-2	-11
69. COc1ccc(C(=O)C[n+]2ccc(C)cc2)cc1
→ -2.2	4	5	9	-2	-10	-3	0	-2
70. COCCNC(=S)N1CCN(Cc2cccc(OC)c2)CC1
→ -3.1	0	2	5	16	6	-6	8	14
